NPY-Y2 PAM-ag: potentiates or activates human NPY-Y2 receptor; P49146; cells expressing NPY-Y2, potentiator/agonist read-out; activation, % at 3.6 µM; 220,000 compounds, 0.45% hits; AID 1359; in the data active means activation above about 27%;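 further: cells stimulated with NPY near EC25 plus isoproterenol at EC100; 0% = vehicle plus submaximal agonist and 100% = vehicle plus saturating agonist; some results beyond the cut were filed as inactive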
Mdm2 ligase inh: blocks human Mdm2 ubiquitin ligase activity | signal enhancement, % at 5 µM | 210,000 compounds, 0.11% hits | cell-based MDM2 ubiquitination luciferase reporter, 2 h; 0 = plate control, 100 = twice control, blank-subtracted | AID 1230;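 active means signal enhancement of 30% or more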;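 further: luminescence tracks abundance of the self-degrading MDM2-luciferase fusion protein; higher signal means inhibition of MDM2 E3 ligase activity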
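Material: Stable MDM2–luciferase fusion reporter cells | Amount: 2000 cells seeded into each well | Dosing: One concentration, 5 µM, with 0.2% DMSO | Incubation: 4 h cell settling then 2 h compound exposure, 37 °C | Measured by: Luciferase luminescence | Read-out basis: % enhancement relative to plate controls after blank subtraction | Benchmarks: Control and blank well means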
NPY-Y1 antag: NPY-Y1 (human) receptor antagonism; P25929; HEK293-CNG Y1 cells, membrane potential fluorescence; NPY at EC95, then isoproterenol; inhibition, % at 3.6 µM; 200,000 compounds, 1% hits;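 active means inhibition above the campaign mean inhibition of all tested compounds plus 3 SD, cut at about 20% in these data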;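 further: 0% = DMSO wells given NPY plus isoproterenol and 100% = isoproterenol alone without NPY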
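Material: HEK293 cells with Y1 receptor plus CNG channel; times: compound incubation 1 h at room temperature, readout 45 min post-stimulation; signal: fluorescence, membrane potential probe; read-out basis: fluorescence ratio normalized to % inhibition between controls; benchmarks: full-block control isoproterenol-only wells, zero-block control NPY plus isoproterenol wells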
Hck Nef HTS: inhibitors of human Hck kinase activated by Nef; inhibition, % at 20 µM; 220,000 compounds, 0.68% hits; Recombinant Hck-YEEI plus Nef, Z-Lyte FRET kinase assay;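 active means Hck-Nef kinase inhibition above about 50%, limit read from the data; inactive means inhibition below that limit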;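 further: 0% = DMSO with Hck plus Nef and 100% = Hck alone without Nef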
Runt-SMMHC FRET: blocks binding of human RUNX1 Runt domain to CBFb-SMMHC; inhibition, % at 20 µM; 220,000 compounds, 0.74% hits; Cerulean-Runt/Venus-CBFb-SMMHC FRET ratio 530/480, 1 h; AID 1434;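 active means mean inhibition across duplicate retests at 20 µM reaching about 50%, limit read from the data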;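 further: 0% = DMSO wells and 100% = wells with excess untagged CBFb-SMMHC; inhibitors lower the FRET ratio by blocking Runt binding to CBFb-SMMHC; some results filed as inactive read as strong as hits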
Runt-CBFb FRET: inhibitors of human RUNX1 Runt domain binding to CBFb | AID 1496 | inhibition, % at 20 µM | Q01196+Q13951 | Cerulean-Runt/Venus-CBFb FRET ratio 530/480, 1 h | 220,000 compounds, 0.46% hits;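 active means inhibition over about 50% at 20 µM in the single-dose screen, limit read from the data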;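 further: 0% = DMSO wells and 100% = excess unlabeled CBFb competitor control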
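Assay system: Cerulean-Runt domain fusion protein, energy donor; Signal: fluorescence energy transfer, 422 nm excitation, 530/480 nm emission; Timing: 1 h compound exposure, room temperature; Control set: unlabeled CBFb; Medium: Tris buffer pH 7.5 with salts and BSA; Compound: single test concentration of 20 µM, 1% DMSO final; Probe or stimulus: Venus-CBFb 100 nM.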
NPY-Y1 PAM-ag: potentiates or activates human NPY-Y1 receptor; P25929; NPY-Y1 expressing cells, potentiator/agonist activation; activation, % at 3.6 µM; 220,000 compounds, 0.37% hits; AID 1304; in the data active means activation above about 33%, passing the limit was not always enough;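 further: cells stimulated with NPY at EC10 then isoproterenol at EC100; 0% = low agonist plus stimulus and 100% = saturating agonist plus stimulus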
RBBP9 inhibitor: blocks human serine hydrolase RBBP9; inhibition, % at 7.94 µM; 220,000 compounds, 0.2% hits; AID 1515; recombinant RBBP9, FP-Rh probe fluorescence polarization; O75884;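 active means inhibition above the campaign mean of all tested compounds plus 3 SD, cut at about 14% in these data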;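 further: plate controls were DMSO wells with RBBP9 for no effect and wells lacking RBBP9 protein for full effect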
Target sequence (O75884 whole entry, looked up): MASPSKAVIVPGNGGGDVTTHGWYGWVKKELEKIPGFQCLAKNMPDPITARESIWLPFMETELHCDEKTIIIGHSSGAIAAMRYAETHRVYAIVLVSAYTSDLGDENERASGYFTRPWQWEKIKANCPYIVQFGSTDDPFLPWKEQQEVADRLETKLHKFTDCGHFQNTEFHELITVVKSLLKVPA
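Measured by: FP readout at 525/598 nm; material: recombinant human RBBP9; also added: Serine-hydrolase probe FP-Rh, 375 nM pre-mixing; medium: Tris buffer pH 8.0, NaCl, Pluronic; replication: one well per compound; doses: one concentration, 7.94 µM nominal, 0.794% DMSO; timing: preincubation 30 min plus labeling 45 min at 25 °C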
p97 ATPase inh: human p97 ATPase inhibition; recombinant p97 ATPase, Kinase-Glo ATP luminescence, 3 h; inhibition, % at 8 µM; 220,000 compounds, 0.42% hits; AID 1481; in the data active means inhibition above about 15%;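 further: 0% = DMSO vehicle and 100% = wells lacking enzyme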
Target sequence (P55072 whole entry, looked up): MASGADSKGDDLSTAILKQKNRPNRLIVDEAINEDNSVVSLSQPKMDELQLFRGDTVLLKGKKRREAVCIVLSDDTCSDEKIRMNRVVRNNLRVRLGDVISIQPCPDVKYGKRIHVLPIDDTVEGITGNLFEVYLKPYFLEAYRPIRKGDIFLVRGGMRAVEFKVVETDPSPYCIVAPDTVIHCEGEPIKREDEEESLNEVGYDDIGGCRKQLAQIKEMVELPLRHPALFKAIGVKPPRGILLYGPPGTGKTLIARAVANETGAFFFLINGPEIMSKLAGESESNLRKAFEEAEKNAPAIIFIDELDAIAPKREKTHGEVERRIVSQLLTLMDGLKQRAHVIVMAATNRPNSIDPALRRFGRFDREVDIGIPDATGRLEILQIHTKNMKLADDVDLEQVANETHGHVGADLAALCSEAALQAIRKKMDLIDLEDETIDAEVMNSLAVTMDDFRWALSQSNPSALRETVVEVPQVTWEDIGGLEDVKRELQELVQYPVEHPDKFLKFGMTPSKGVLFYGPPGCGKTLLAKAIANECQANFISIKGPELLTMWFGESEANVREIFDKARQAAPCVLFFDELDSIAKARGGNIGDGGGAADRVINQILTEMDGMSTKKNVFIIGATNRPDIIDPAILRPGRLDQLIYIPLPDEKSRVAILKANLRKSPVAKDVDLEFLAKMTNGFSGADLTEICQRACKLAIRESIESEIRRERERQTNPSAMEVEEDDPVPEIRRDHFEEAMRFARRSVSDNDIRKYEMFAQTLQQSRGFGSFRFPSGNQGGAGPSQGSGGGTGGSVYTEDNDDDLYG
* marks the source's active call; other numbers are inactive results; nt = not tested or not shown.

Screens in order – NPY-Y2 PAM-ag, Mdm2 ligase inh, NPY-Y1 antag, Hck Nef HTS, Runt-SMMHC FRET, Runt-CBFb FRET, NPY-Y1 PAM-ag, RBBP9 inhibitor, p97 ATPase inh
O=C(Nc1nccs1)c1cc2sccc2n1Cc1ccc(Cl)cc1
 : 1, -9, 7, -1, 0, 3, -18, -6, -9
FC(F)(F)c1cccc(NC(=S)N2CCCCCC2)c1
 : 6, -26, 7, 9, -3, -1, 5, -4, 9
O=C(c1ccc(Cn2c(=O)[nH]c3ccccc3c2=O)cc1)N1CCN(c2ccc(F)cc2)CC1
 : 6, 4, 1, 1, 0, -2, 11, -15, 4
O=C(OCc1nnc(-c2ccc(Cl)cc2)o1)C12CC3CC(CC(O)(C3)C1)C2
 : -6, -11, 5, 21, 0, -3, -28, -7, -6
CCOC(=O)N1CCN(c2c(NCc3ccccc3OC)c(=O)c2=O)CC1
 : 4, -12, 2, -1, 0, 2, -11, -7, 2
COC(=O)c1cccc(NC(=O)c2nn(C(C)C)c(=O)c3ccccc23)c1
 : -11, -6, -3, 2, -2, -2, -14, -4, 5
CC(=O)C1=C(C)NC(SCC(=O)Nc2nccs2)=C(C#N)C1c1ccccc1Cl (centres undefined)
 : 13, 11, 1, 6, -1, 8, 7, -11, 7
O=C1CCCC2=C1C(c1ccc(OS(=O)(=O)c3ccc(Cl)cc3)cc1)C1=C(CCCC1=O)O2
 : -14, 4, 6, 0, 0, 0, -15, 0, 3
NC(=O)C1CCN(C(=O)COc2ccc3ccccc3c2)CC1
 : 5, -6, -1, 9, -3, -1, -17, -8, -4
S=C(Nc1ccc(Oc2ccccc2)cc1)N1CCN(c2ccccn2)CC1
 : -7, -17, -1, 14, 2, 4, 10, -5, 6
COc1ccc(/C=C/C(=O)OCn2c(SC)nnc(C)c2=O)cc1OC
 : 10, -2, 3, -3, -3, -2, 8, 6, 1
O=C(NN(c1ccccc1)c1ccccc1)c1ccc([N+](=O)[O-])o1
 : -18, -4, 0, 17, -6, -2, -4, -2, 3
O=C(CN1CCSCC1)c1c[nH]c2ccccc12
 : 4, -12, 4, -20, -2, -1, 16, 6, 4
Cc1ccc(CNc2oc(-c3cccs3)nc2C#N)cc1
 : -5, 3, 6, 6, -6, -1, -29, -8, 0
COC(=O)c1[nH]c2ccccc2c1NC(=O)CN1CCC(C(N)=O)(N2CCCCC2)CC1
 : 7, 8, -8, -3, 6, 0, -11, 8, 2

Quoted from the listing.
CC(=O)C1=C(C)NC(SCC(=O)Nc2nccs2)=C(C#N)C1c1ccccc1Cl (centres undefined) – Mdm2 ligase inh: 11
O=C(c1ccc(Cn2c(=O)[nH]c3ccccc3c2=O)cc1)N1CCN(c2ccc(F)cc2)CC1 – NPY-Y1 PAM-ag: 11

Looked up by compound from the entries so far:
Screens in order – NPY-Y2 PAM-ag, Mdm2 ligase inh, NPY-Y1 antag, Hck Nef HTS, Runt-SMMHC FRET, Runt-CBFb FRET, NPY-Y1 PAM-ag, RBBP9 inhibitor, p97 ATPase inh
CC(=O)C1=C(C)NC(SCC(=O)Nc2nccs2)=C(C#N)C1c1ccccc1Cl (centres undefined)
 : 13, 11, 1, 6, -1, 8, 7, -11, 7
O=C1CCCC2=C1C(c1ccc(OS(=O)(=O)c3ccc(Cl)cc3)cc1)C1=C(CCCC1=O)O2
 : -14, 4, 6, 0, 0, 0, -15, 0, 3
Cc1ccc(CNc2oc(-c3cccs3)nc2C#N)cc1
 : -5, 3, 6, 6, -6, -1, -29, -8, 0

(list continues)
Screens in order – NPY-Y2 PAM-ag, Mdm2 ligase inh, NPY-Y1 antag, Hck Nef HTS, Runt-SMMHC FRET, Runt-CBFb FRET, NPY-Y1 PAM-ag, RBBP9 inhibitor, p97 ATPase inh
CCCCN(CCCC)CC(O)COc1ccccc1Br (centres undefined)
 : -3, -14, 40*, 3, 0, -4, -25, -1, 1
O=S(=O)(Nc1nc(SCc2ccc(Cl)cc2)n[nH]1)c1ccc(F)cc1
 : 6, -6, nt, -10, -6, 0, -14, -13, -7
Cc1oc(C(C)(C)C)cc1C(=O)N1CCN(C(c2ccccc2)c2ccccc2)CC1
 : 11, -9, nt, 9, -4, 2, 9, 7, -3
O=C(CCNS(=O)(=O)c1ccc(Br)s1)NCc1ccccc1Cl
 : -5, -26, -1, -11, -3, -4, -10, -5, 3
O=C(O)C1C2C=CC(C2)C1C(=O)N1CCN(CCO)CC1 (centres undefined)
 : -6, -4, 5, 1, -3, 0, -7, -1, -5
COc1ccc(C)cc1NC(=O)c1nnn(CCc2ccccc2)c1N
 : -12, -11, 5, 1, 2, 0, 4, -6, -3
N#CC1(c2ccccc2)CCC(=O)N1c1ccccc1 (centres undefined)
 : -15, -8, nt, 22, 1, 0, 21, -3, 7
Cc1ccc(/C=C(\NC(=O)c2ccccc2)C(=O)NC(Cc2ccccc2)C(=O)O)cc1 (centres undefined)
 : -8, 2, 7, 4, 0, 1, 6, 2, 3
O=C(CSc1nc2ccccc2s1)N1c2ccccc2Sc2ccccc21
 : -4, -8, 3, 0, 0, 0, -15, -18, -4
CCn1c(SCC(=O)N2c3ccccc3Sc3ccccc32)nnc1-c1ccco1
 : -3, -9, 7, 1, 10, 16, -8, 0, -1
O=C(CSc1ccc2ccccc2c1)N1CCN(c2ccc(O)cc2)CC1
 : -9, 1, nt, 11, 2, 20, -11, -3, -3
CCn1nnnc1NCc1cccn1C
 : -7, -11, -1, -5, 1, 1, -4, -7, -3
Cc1ccc(S(=O)(=O)N2CCN(C(=O)CSC3CCCC3)CC2)c(C)c1
 : 4, -4, -5, 0, 0, 2, 16, -11, -11
Cc1nc(N)sc1-c1csc(N(C)c2ccc(O)cc2)n1
 : -1, -17, 2, 7, 17, 26, -10, -5, 9
COc1ccc(N(CC(=O)Nc2cccc(C(=O)O)c2)S(=O)(=O)c2c(C)noc2C)cc1
 : 0, -5, -5, 1, -4, -2, 6, 1, 2

Next structures:
Screens in order – NPY-Y2 PAM-ag, Mdm2 ligase inh, NPY-Y1 antag, Hck Nef HTS, Runt-SMMHC FRET, Runt-CBFb FRET, NPY-Y1 PAM-ag, RBBP9 inhibitor, p97 ATPase inh
CC(=O)c1cccc(NS(=O)(=O)c2c(C)noc2C)c1
 : 4, 8, -1, 2, -2, nt, -13, -5, 4
Cc1ccc(-n2c(SCC(N)=O)nc(O)cc2=O)cc1
 : 9, -6, 5, 6, -1, -2, -22, 4, 3
COc1ccc(-c2csc(N(CCc3ccccc3)C(=O)COc3ccccc3)n2)cc1
 : -14, -14, 32*, -2, 0, 3, -1, -7, 3
CS(=O)(=O)c1ccccc1-c1nc(-c2ccc(C(F)(F)F)cc2)no1
 : -31, -52, -7, -1, 1, -3, -27, -1, -9
Cc1ccc(C(C)C)c(OCC(=O)c2c(O)c3ccccc3oc2=O)c1
 : -11, nt, 4, 1, nt, nt, 16, 0, 4
CCOC(=O)c1c(NC(=O)CC)sc(C(C)=O)c1C
 : -3, -12, -2, 2, -6, 3, -15, 4, 5
O=C(NCCC1=CCCCC1)c1cnsn1
 : -9, -13, 8, 2, -1, 1, 4, 3, 0
CCN1CCN(Cc2c(O)c(Cl)cc3c(C)cc(=O)oc23)CC1
 : -24, -5, 8, 149*, 168*, 94*, 20, 3, -2
CC(=O)Nc1nonc1NC(=O)COc1ccccc1
 : -11, -11, 9, 18, 1, -2, 13, 5, 0
O=C(NCCc1nc2ccccc2[nH]1)/C(=C/c1ccco1)NC(=O)c1ccco1
 : 12, -15, 1, 2, -3, 1, -15, -2, 10
OC1CN=C2C=CC=CN2C1 (centres undefined)
 : 0, 11, 8, 0, -2, -1, 5, 2, 4
Cc1cccc2cc(CN(CCCN(C)C)C(=S)NCCc3ccccc3)c(=O)[nH]c12
 : -22, -4, 5, 17, -1, -2, -19, 17*, 1
CC12CCC(C(=O)N(CCC#N)CCC#N)(CC1=O)C2(C)C (centres undefined)
 : -5, -16, -4, -1, -6, 2, 12, -2, 6
CCOC(=O)C1CCN(Cc2c(O)ccc3ccccc23)CC1
 : 3, -3, 6, 9, 3, 2, -29, -2, -1
COc1cccc(OC)c1C(=O)N=c1sc2cc(S(C)(=O)=O)ccc2n1C
 : -2, 8, 1, -12, 12, -1, 0, -5, 3

Molecules listed so far that have a cyano group, in the order listed:
Screens in order – NPY-Y2 PAM-ag, Mdm2 ligase inh, NPY-Y1 antag, Hck Nef HTS, Runt-SMMHC FRET, Runt-CBFb FRET, NPY-Y1 PAM-ag, RBBP9 inhibitor, p97 ATPase inh
CC(=O)C1=C(C)NC(SCC(=O)Nc2nccs2)=C(C#N)C1c1ccccc1Cl (centres undefined)
 : 13, 11, 1, 6, -1, 8, 7, -11, 7
Cc1ccc(CNc2oc(-c3cccs3)nc2C#N)cc1
 : -5, 3, 6, 6, -6, -1, -29, -8, 0
N#CC1(c2ccccc2)CCC(=O)N1c1ccccc1 (centres undefined)
 : -15, -8, nt, 22, 1, 0, 21, -3, 7
CC12CCC(C(=O)N(CCC#N)CCC#N)(CC1=O)C2(C)C (centres undefined)
 : -5, -16, -4, -1, -6, 2, 12, -2, 6

(more compounds)
Screens in order – NPY-Y2 PAM-ag, Mdm2 ligase inh, NPY-Y1 antag, Hck Nef HTS, Runt-SMMHC FRET, Runt-CBFb FRET, NPY-Y1 PAM-ag, RBBP9 inhibitor, p97 ATPase inh
COC(=O)c1ccc(C2=NOC(C)(c3sc(-c4ccccc4)nc3C)C2)cc1 (centres undefined)
 : nt, 27, nt, 23, -1, -1, nt, nt, nt
N#CC1=C(SCC(=O)c2ccccc2)NC2=C(C(=O)CCC2)C1c1ccco1 (centres undefined)
 : 12, -3, 3, 5, -6, 8, -15, -4, 1
O=C(c1cc2cc([N+](=O)[O-])ccc2s1)N1CCCCC1
 : 3, -1, -2, 21, -1, 0, 3, -2, 0
Cc1cc(C(=O)Nc2ccc(S(=O)(=O)N3CCCC3)cc2)no1
 : 8, -12, 0, 15, 1, -1, -7, 1, 2

Source: PubChem
